PDI inh – blocks human protein disulfide isomerase activity; P07237; PDI insulin aggregation turbidity, A650, 90 min; inhibition, % at 10 µM; 350,000 tested, 0.052% active; AID 588391;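 active = mean inhibition across replicates of 30% or more, whatever share of single replicates reach that level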;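 note: absorbance from insulin aggregation driven by PDI reduction with DTT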
Target sequence (P07237 whole entry, looked up): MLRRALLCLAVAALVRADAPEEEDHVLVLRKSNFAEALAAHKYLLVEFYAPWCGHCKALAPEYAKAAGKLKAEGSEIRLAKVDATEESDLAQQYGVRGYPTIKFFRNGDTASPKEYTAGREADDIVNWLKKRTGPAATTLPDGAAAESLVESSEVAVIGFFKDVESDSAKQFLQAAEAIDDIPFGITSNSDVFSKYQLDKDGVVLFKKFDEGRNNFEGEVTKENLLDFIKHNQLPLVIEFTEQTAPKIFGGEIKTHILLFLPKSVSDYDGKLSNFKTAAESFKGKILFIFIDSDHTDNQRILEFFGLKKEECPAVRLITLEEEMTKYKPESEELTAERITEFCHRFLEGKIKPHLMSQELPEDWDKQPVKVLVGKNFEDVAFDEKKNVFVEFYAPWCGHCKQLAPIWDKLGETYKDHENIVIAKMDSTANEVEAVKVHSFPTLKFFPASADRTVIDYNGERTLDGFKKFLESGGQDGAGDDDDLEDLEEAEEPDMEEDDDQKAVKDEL
Cardio protect – protects H9c2 cardiomyocytes from peroxide injury; AID 588492; 360,000 tested, 0.63% active; H2O2 injury protection, ATPLite, 2 h; protection from H2O2 cell death, % at 20 µM;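 active = compounds giving at least 50% protection of heart cells from peroxide-induced death in the single-dose screen, raw or plate-pattern-corrected value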;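 note: 0% = DMSO wells with peroxide and 100% = DMSO wells without peroxide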
CaV13 FRET inh – Disruptors of the CACNA1D IQ motif to Ca2+-dependent inactivation inhibitor domain association, primary screening, Förster resonance energy transfer in intact living …. HEK cells, CFP/YFP FRET ICDI-IQ, plate reader, 10 min; percent FRET-ratio fall versus neutral wells. 340,000 tested, 0.098% active. inhibition, % at 12.3 µM. AID 743397;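 active = mean replicate inhibition of at least 30% and at least 1% of replicates passing that level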;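 note: 0% = median of the neutral control wells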
iPSC survival up – increases survival of single human iPS cells; survival enhancement, % at 20 µM; 360,000 tested, 0.044% active; hiPSC single-cell survival, ATPlite luminescence; 100% = ROCK inhibitor wells, 0% = DMSO; in the data active = survival enhancement above about 18%;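 note: cells exposed to compounds for 16 hours before the ATP read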
ABCB6 inh 2 – human ABCB6 transporter inhibition | 360,000 tested, 0.19% active | K562-ABCB6 porphyrin accumulation, flow cytometry, 1 h; active compounds read low | Q9NP58 | AID 602162 | fluorescence ratio to DMSO, % at 10 µM;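 active = fluorescence ratio to DMSO below 75%, the collection mean minus 3 SD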;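 note: signal is porphyrin accumulated inside mitochondria; 100% equals median channel fluorescence of DMSO control wells; lower ratio means ABCB6 inhibition with less porphyrin fluorescence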
N-glyco inh – N-linked glycosylation inhibition. D54 ERlucT glycosylation luciferase reporter, 24 h; percent of 100 nM tunicamycin response. reporter increase, % at 12.5 µM. 360,000 tested, 0.23% active. AID 588692;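 active = mean luciferase reporter signal, scaled so untreated is 0 and the glycosylation-blocking control 100, at or above a set limit in every replicate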;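 note: luciferase carries N-glycosylation sites so blocking glycosylation raises the light; 0% = median of neutral control wells and 100% = median of 100 nM tunicamycin wells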
m5-HT2A agonist – agonists of mouse serotonin 5-HT2A receptor (HTR2A). P35363. CHO-K1 mHTR2A beta-arrestin complementation, luminescence; percent of 30 µM serotonin response. activation, % at 7.6 µM. 360,000 tested, 0.66% active;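 active = activation above a run cutoff, the mean activation of all tested compounds plus 3 SD, cut at about 14% in these data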;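 note: 0% = plate median of compound wells and 100% = 30 µM serotonin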
Target sequence (P35363 whole entry, looked up): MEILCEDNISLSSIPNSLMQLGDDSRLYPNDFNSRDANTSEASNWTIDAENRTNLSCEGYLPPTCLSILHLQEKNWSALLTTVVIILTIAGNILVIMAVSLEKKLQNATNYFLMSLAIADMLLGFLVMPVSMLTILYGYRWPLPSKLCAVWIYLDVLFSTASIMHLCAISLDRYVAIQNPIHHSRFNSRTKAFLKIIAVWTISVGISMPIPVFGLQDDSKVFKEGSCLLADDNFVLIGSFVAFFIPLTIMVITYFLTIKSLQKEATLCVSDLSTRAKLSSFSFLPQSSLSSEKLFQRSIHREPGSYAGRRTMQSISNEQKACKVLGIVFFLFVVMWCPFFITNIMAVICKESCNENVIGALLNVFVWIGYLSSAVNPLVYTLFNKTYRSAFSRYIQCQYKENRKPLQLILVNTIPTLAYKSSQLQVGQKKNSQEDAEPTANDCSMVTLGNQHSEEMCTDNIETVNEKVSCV
Exocytosis inh – blocks lytic granule exocytosis; TALL-104 LAMP-1 surface exposure, flow cytometry; cells stimulated with thapsigargin and PMA; inhibition, % at 10 µM; 360,000 tested, 0.66% active; AID 651702;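 active = inhibition above about 55%, limit read from the data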
Vif inh – HIV Vif inhibition; HEK293T cells, Vif self-association by quenched fluorescence, imaging, 24 h; AID 602346; inhibition, % at 7.49 µM; 340,000 tested, 0.35% active; in the data active = inhibition above about 50%, passing the limit was not always enough; note: some results filed as inactive read as strong as hits
aDG glyco up – alpha-DG glycosylation activation | Pro5-aDG cells, alpha-DG glycosylation AlphaScreen (IIH6); 0% Pro5, 100% B10-LARGE cell signal | activation, % at 10 µM | 360,000 tested, 0.22% active;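 active = activation of at least 8% versus controls, or a plate z-score of at least 8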;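 note: Pro5 are CHO cells carrying HIG-tagged alpha-DG that lacks glycosylation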
Active calls of the source: *; x = not tested or not shown; & = joins results of further samples.

SMILES | PDI inh | Cardio protect | CaV13 FRET inh | iPSC survival up | ABCB6 inh 2 | N-glyco inh | m5-HT2A agonist | Exocytosis inh | Vif inh | aDG glyco up
COc1cccc(CC(=O)Nc2nc(C)cs2)c1 | 6 | -1 | -5 | -0.3 | 104 | 2 | 2 | 2 | -5 | -0.4
CCOC(=O)c1ccc(N2CSC3=C(C#N)C(c4ccc(OC)cc4OC)CC(=O)N3C2)cc1 (configuration not stated) | x | -16 | 1 | -0.8 | 101 | -2 | 7 | 3 | x | 0.1
Cc1ccc(S(=O)(=O)N2CCCCC2)cc1C(=O)Nc1ccc2cn[nH]c2c1 | 19 | -14 | -5 | 0.9 | 97 | -3 | 0 | -1 | -10 | 1.2
CCc1nn(C(C)C(=O)NC(C)CCc2ccco2)c(=O)c2cc3occc3n12 (configuration not stated) | 0 | 4 | x | 0.7 | 114 | -1 | -1 | -2 | 15 | 0.2
CCCN1C(=O)SC(CC(=O)Nc2ccccc2C)C1=O (configuration not stated) | 2 | 0 | x | -1.7 | 95 | -1 | -4 | -3 | -4 | 0.4
COc1ccccc1-c1nnc(SCC(=O)OC(C)C)o1 | 2 | 3 | -4 | -0.3 | 98 | 1 | 2 | -4 | -6 | -0.1
Cc1cccc([C@@H]2[C@@H]3C(=O)N(Cc4ccccc4)C(=O)[C@@H]3[C@]3(Cc4ccc(Cl)cc4)C(=O)N(c4ccccc4)C(=O)N23)c1 | -7 | -8 | -10 | -0.5 | 102 | -3 | 0 | 3 | 0 | -0.3
COc1ccc(C(=O)Nc2ccc3nc(C)sc3c2)cc1OC | -3 | 0 | -6 | 0.4 | 95 | 1 | 3 | 0 | -7 | 0.2
C=CCNC(=O)C1=NOC(CNC(=O)c2c(-c3ccccc3Cl)noc2C)C1 (configuration not stated) | -1 | 8 | -2 | -0.8 | 91 | 0 | -6 | -2 | -9 | 0.1
COc1ccc(NC(=O)NCCc2ccc(Cl)cc2)cc1OC | -2 | 22 | 7 | -0.8 | 97 | 1 | -3 | -6 | -5 | 0.1
CC1(C)CC(=O)c2sc(N)nc2C1 | -4 | 2 | -4 | -3.3 | 96 | 5 | 2 | 6 | 8 | -0.1
CC(C)c1ccc(N(CC(=O)NCc2cccnc2)S(=O)(=O)c2ccccc2)cc1 | -33 | 2 | -3 | -0.6 | 99 | -3 | 0 | 0 | 6 | 0.1
COC(=O)c1cc(NC(=O)c2cc(-c3ccc(C(F)(F)F)cc3)oc2C(F)(F)F)ccc1N1CCOCC1 | -5 | -14 | -16 | -0.8 | 104 | 3 | -2 | 4 | 8 | 0.5
O=C(CCc1ccccc1)NNC(=O)c1ccc(Br)cc1 | 11 | -2 | -3 | -0.7 | 106 | -1 | 5 | 1 | -1 | 0.2
O=C(O)c1cc(S(=O)(=O)NCCOc2ccccc2)ccc1Cl | 3 | -2 | -2 | -3.2 | 99 | 2 | 1 | 0 | -1 | 0.3
COc1cc(OC)c(-n2cc(-c3ccc(Cl)cc3)[nH]c2=O)cc1Cl | 22 | -3 | -13 | 5.1 | 100 | 3 | 1 | 1 | 2 | -0.3
CN(CCOc1ccc(CC2SC(=O)NC2=O)cc1)c1ccccn1 (configuration not stated) | 3&0 | 8&-4 | -5&-5 | -1.3&-0.7 | 99&80 | 1&4 | -1&0 | -1&0 | -3&-7 | -0.1&0.1
CCN(C(=O)c1ccco1)c1nnc(-c2ccc(OC)cc2)s1 | 1 | -25 | -1 | -5.7 | 94 | -5 | 0 | 1 | 0 | 0.4
COc1ccc(S(=O)(=O)N2CCC[C@H]2C(=O)NC2=NCCS2)cc1 | -4 | 1 | x | 6.3 | 95 | 1 | 1 | -3 | 15 | -0.2
COc1ccc(-n2c(=O)[nH]cc(C(=O)Nc3ccccc3)c2=O)cc1 | 1 | -2 | -6 | 3.9 | 89 | 2 | -1 | -6 | 3 | -0.3
O=C(COC(=O)c1ccc2c(c1)OCO2)Nc1ncc(Cl)cc1Cl | -1 | 3 | -5 | 1.4 | 103 | 0 | 3 | 1 | -5 | 0.0
CC(C)CN(C(=O)CN(C)CC(=O)Nc1ccc(Cl)c(C(F)(F)F)c1)c1c(N)n(CC(C)C)c(=O)[nH]c1=O | -2 | -2 | -5 | -1.3 | 103 | 4 | -3 | 34 | 11 | 0.3
COc1ccc(NC(=O)CN(C)C(=O)c2c(C)nn(Cc3ccc(C)cc3)c2Cl)cc1 | -9 | -6 | -2 | -0.1 | 97 | 1 | 3 | 2 | -2 | 0.3
CC(C)c1ccc2[nH]c(O)c(N=NC(=S)NCCc3ccccc3)c2c1 | 1 | -8 | -5 | -1.5 | 102 | -6 | -5 | -1 | 0 | 0.2
O=C(C1CCC(=O)N1Cc1cccs1)N1CCOCC1 (configuration not stated) | -2 | 8 | 4 | 2.1 | 97 | 1 | 4 | -3 | -2 | -0.1
COc1ccc(NC(=O)CSc2nc3[nH]c(=O)cc(O)c3s2)c(OC)c1 | 15 | -2 | -3 | 0.2 | 99 | 2 | 10 | -2 | -4 | -0.2
O=C1/C(=C/c2ccc(F)cc2)SC(=S)N1Nc1ncc(C(F)(F)F)cc1Cl | 2 | -10 | -6 | -1.6 | 97 | -1 | -3 | 1 | -3 | -0.3
COc1cc(/C=C\C(=O)Nc2cc(=O)n(C)c(=O)n2C)cc(OC)c1OC | 5 | 3 | -7 | 0.4 | 82 | 5 | 3 | -4 | 9 | 0.0
CCSc1ncnc2c1oc1ccccc12 | 1 | -3 | x | -0.3 | 98 | -1 | -1 | -1 | -6 | 0.1
CN=C1SC(C(=O)Nc2ccccc2Cl)CC(=O)N1c1ccc(OC(F)(F)Cl)cc1 (configuration not stated) | 4 | 6 | -2 | -0.8 | 95 | 1 | 3 | -3 | -12 | -0.1
O=C(CNC(=O)c1ccccc1Br)N/N=C/c1ccc(O)cc1 | 4 | -5 | -4 | -0.5 | 94 | 1 | 2 | -1 | -1 | 0.4
N#Cc1c(NC(=O)c2ccco2)sc2c1CCC2 | 2 | -4 | x | -0.3 | 88 | -1 | -10 | -2 | -6 | 0.3
Cc1cccc(N(C(=O)c2snc(C(N)=O)c2N)C(C(=O)NC2CCCC2)c2ccncc2)c1 (configuration not stated) | 14 | -4 | -5 | -0.4 | 92 | 3 | 0 | -3 | 13 | 0.0
COc1ccc(/C=N/NC(=O)c2cc(C)n(-c3ccccc3)c2C)cc1OC | -1 | -10 | -5 | -1.2 | 104 | -6 | 0 | -3 | -4 | 0.0
COc1cc(C(C)=O)ccc1OCC(O)Cn1nc(C)c(Br)c1C (configuration not stated) | -2 | 1 | -6 | 0.3 | 98 | 1 | 0 | -3 | -6 | 0.1
Cc1nc2ccccc2c(=O)n1NC(=O)c1ccc([N+](=O)[O-])cc1Cl | 0 | 2 | 10 | 3.0 | 101 | 4 | -2 | 0 | 2 | 0.0
CC1(C)C(=O)C2(CCCC2)C(=O)OC1c1ccco1 (configuration not stated) | 8 | -4 | x | 5.0 | 90 | 2 | 2 | 0 | 3 | 0.2
O=C(c1cccc(Cl)c1)N1CCN(C(=O)c2ccco2)CC1 | -2 | 7 | -6 | 0.7 | 91 | -3 | 6 | 0 | 7 | -0.1
CCOC(=O)C1=CN(CC)S(=O)(=O)NC1c1ccccc1 (configuration not stated) | 4 | 6 | -4 | 7.2 | 100 | 1 | 1 | -2 | 5 | 0.1
CC1CCC2(CC1)NC(=O)N(NC(=O)C1CCN(C(=O)c3ccc(Cl)cc3)CC1)C2=O (configuration not stated) | 3 | -13 | -2 | -0.2 | 100 | 0 | 2 | 7 | -6 | 0.0

Random excerpt: two compounds from above, in no set order.
SMILES | PDI inh | Cardio protect | CaV13 FRET inh | iPSC survival up | ABCB6 inh 2 | N-glyco inh | m5-HT2A agonist | Exocytosis inh | Vif inh | aDG glyco up
COc1ccc(/C=N/NC(=O)c2cc(C)n(-c3ccccc3)c2C)cc1OC | -1 | -10 | -5 | -1.2 | 104 | -6 | 0 | -3 | -4 | 0.0
COc1cc(C(C)=O)ccc1OCC(O)Cn1nc(C)c(Br)c1C (configuration not stated) | -2 | 1 | -6 | 0.3 | 98 | 1 | 0 | -3 | -6 | 0.1

Later entries.
SMILES | PDI inh | Cardio protect | CaV13 FRET inh | iPSC survival up | ABCB6 inh 2 | N-glyco inh | m5-HT2A agonist | Exocytosis inh | Vif inh | aDG glyco up
CCCN(CCC)S(=O)(=O)c1ccc(C(=O)OCCN2C(=O)c3cccc4c(N5CCOCC5)ccc(c34)C2=O)cc1 | 7 | 1 | x | -0.6 | 182 | -4 | 1 | 2 | 1 | 1.1
O=C(Nc1ccc(Cl)cc1)N[C@H]1CC[C@H](CCn2cc(-c3ccccc3F)nn2)O[C@@H]1CO | x | x | -4 | x | x | x | 3 | 21 | x | -0.2
CCOC(=O)c1ccccc1NC1c2ccccc2C(=O)N1c1cc(C)ccn1 (configuration not stated) | x | -5 | -7 | -1.7 | 100 | -5 | -5 | -2 | -6 | -0.2
COCCn1c(SCC(=O)NNC(=O)c2cc(Cl)ccc2OC)nnc1-c1ccncc1 | 4 | 7 | -5 | -0.4 | 99 | 2 | -39 | 0 | 7 | 0.1
CCOc1ccc(N(CC(=O)NCc2ccc(Cl)cc2)S(=O)(=O)c2c(C)noc2C)cc1 | 0 | -2 | -14 | -0.3 | 97 | -3 | 3 | 8 | -1 | 0.2
CC(NCCC(c1ccccc1)c1ccccc1)c1ccccc1 (configuration not stated) | -3 | -24 | -5 | -4.3 | 102 | -4 | -3 | 4 | -2 | 0.3
COc1cc(Cl)cc(C2NC(=O)NC(C)=C2C(C)=O)c1OCC(=O)O (configuration not stated) | 1 | 2 | -9 | 6.0 | 106 | 4 | 1 | -2 | 0 | -0.1
O=C(c1ccc2ccccc2n1)N1CCN(c2ccccc2Cl)CC1 | -3 | -3 | -3 | 0.3 | 99 | 1 | 7 | 1 | 1 | -0.2
Cc1ccc(S(=O)(=O)Oc2ccccc2/C=N/Nc2ccc(C(=O)O)cc2)cc1 | 2 | -4 | -1 | 0.2 | 95 | 1 | 2 | 3 | 1 | -0.1
Cc1ccc(S(=O)(=O)N2CCOCC2)cc1NC(=O)COC(=O)Cc1ccccc1 | 6 | -1 | -6 | -1.7 | 102 | 0 | -4 | 0 | -4 | 2.4
CN(C)CCCn1c(=O)n(C2CCCCC2)c(=O)c2c3c(sc21)CCCCC3 | 19 | 7 | 2 | -0.6 | 96 | 2 | -6 | 26 | 12 | -0.2
CCC(c1nnnn1CCOC)N1CCN(c2cccc(C(F)(F)F)c2)CC1 (configuration not stated) | 12 | -7 | -3 | 2.0 | 112 | -2 | -5 | -16 | 11 | -0.1
Cn1cnc([N+](=O)[O-])c1Nc1ccc(O)cc1 | -2 | -4 | -7 | 0.7 | 102 | 3 | 0 | -3 | 7 | -0.4
CCS(=O)(=O)N1CCC(C(=O)NCc2ccc(OC)cc2)CC1 | 5 | 0 | -5 | 0.8 | 95 | 1 | 2 | 1 | -10 | -0.1
O=C(NCC1CCCO1)C(c1cccs1)N(Cc1cccs1)C(=O)Cn1nnc(-c2cccs2)n1 (configuration not stated) | 0 | 36 | -5 | -0.6 | 95 | -1 | -4 | 1 | -6 | -0.1
Cc1ccc(N=c2ssnc2Cl)cc1 | 0 | -20 | -4 | -4.1 | 104 | 3 | 3 | 95* | -4 | 0.0
COc1ccc(-n2nnnc2/C=C\Nc2ccccc2C(=O)c2ccccc2)cc1 | 6 | 8 | x | -1.5 | 96 | 3 | -2 | -1 | 10 | -0.3

Screens as filed in PubChem.
